Ins promoter up: MIN6 insulin promoter up-regulation | 190,000 tested, 0.3% active | MIN6 insulin promoter-GFP reporter, high-content imaging; active compounds read high | z-score at 5 µM;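 active = z-score above 3 at 5 µM with at least 500 cells counted in the well; inconclusive = wells under 500 cells, flagged as cytotoxic or low count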
HIV peptide binding: inhibitors of HIV fusion peptide binding, primary screen, biochemical, uHTS, fluorescence dequenching (AID 1986). cell-free peptide binding, fluorescence dequenching, 30 min; higher % means a stronger effect. inhibition, % at 20 µM; hits with a dose series show IC50 in µM. 290,000 tested, 0.3% active; in the data active = inhibition mostly above about 52%, no sharp cut-off; inactive = mostly below about 76%; note: some results filed as inactive read as strong as hits
Autophagy HCS: alters autophagy in cells | MEF GFP-LC3 puncta imaging; test concentration mostly 10 µM | calls only at 10 µM (by protocol) | 190,000 tested, 0.98% active | AID 463193;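 active = percentage of spot-positive cells more than 3 SD above its plate mean, without a fluorescence outlier flag or 80% toxicity; inconclusive = no clear call, values can overlap the other calls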;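 note: spot-positive cell cutoff set from DMSO-treated cells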
WT yeast gro inh: growth inhibition of WT yeast, mitochondrial fusion screen. mitochondrial fusion phenotypic screen, WT strain. 190,000 tested, 2.1% active. inhibition, % at 10 µM. AID 1362; in the data active = inhibition above about 58%; tested in S. cerevisiae
MT stabilize HCS: microtubule stabilizers in HeLa cells. 200,000 tested, 0.83% active. % tubulin-high responders, % at 10 µM. AID 2205. HeLa tubulin immunostaining HCS, 24 h; share of cells brighter than vehicle mean+2SD;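 active = plate Z-score above 3 for both tubulin-high and condensed-nucleus cell shares, with cell loss under 80%, at 10 µM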;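 note: anti alpha tubulin signal scored within the nucleus-defined area of each cell; some results filed as inactive read as strong as hits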
AID2073: inhibitors of Mint1-CaV2.2 protein interaction, biochemical, HTRF (AID 2073). inhibition, % at 20 µM; hits with a dose series show IC50 in µM. 290,000 tested, 0.19% active. HTRF protein-protein interaction, Mint1-CaV2.2; higher % means a stronger effect; in the data active = inhibition mostly above about 51%, no sharp cut-off; inconclusive = no clear call, values can overlap the other calls; inactive = mostly below about 53%; note: some results filed as inactive read as strong as hits
Yfh1-off respiration: enhancers of respiration in Yfh1-depleted yeast, dose response, Friedreich's ataxia, plus single-dose screen (AID 1465). S. cerevisiae Yfh1-off respiration, WST-1 reduction, 72 h; higher fold induction means a stronger effect. one-dose fold induction at 50 µM; EC50 in µM for titrated hits. 220,000 tested, 0.074% active;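 active = fold induction of absorbance versus untreated yeast above a set limit, then at least 30% activation at any dose in follow-up; inconclusive = repeats straddling the limit, or above it without dose testing; inactive = fold induction below the set limit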;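 note: activators that raise dye reduction in frataxin-depleted yeast; strong numbers were not always called active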
b-catenin transl: modulators of beta-catenin nuclear translocation; AID 1665; HeLa beta-catenin nuclear translocation, immunofluorescence imaging; nuclear translocation activity, % at 5 µM; 190,000 tested, 0.3% active;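 active = nuclear translocation activity above 50% at 5 µM, with a well cell count of 50 or more; inconclusive = wells under 50 cells across six images, flagged as toxic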;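 note: per-cell ratio of nuclear to cytoplasmic median beta-catenin stain intensity; plate controls were DMSO negative control for no effect and GSK-3 inhibitor IX positive control for full effect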
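test system = HeLa cells, endogenous beta-catenin | dosing = single 5 µM dose plus 0.02–20 µM confirmation series | times = compound treatment 24 h, 37°C, 5% CO2 | technique = beta-catenin immunofluorescence imaging with DAPI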
Dynein transport: dynein cargo transport inhibition | 220,000 tested, 0.47% active | 3617.4 mouse cells, GR-EGFP nuclear translocation imaging; test concentration mostly 20 µM; stimulated with dexamethasone, 1 µM; active compounds read low | AID 1381 | z-score, hits read low;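 active = plate z-score of nuclear minus cytoplasmic receptor signal below a set negative limit, without overly bright fluorescence or cell loss, cut at about -3.5 in these data, passing the limit was not always enough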;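 note: z-score of nuclear minus cytoplasmic ring GR-EGFP intensity difference per well; some compounds called inactive have numbers as strong as hits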
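Buffer or medium: Induction medium lacking tetracycline, stripped serum | Also added: Dexamethasone agonist, 1.0 µM final, for 30 min | Timing: 48 h induction, 1 h compound, 30 min dex at 37 °C | Detection: Formaldehyde fixation, Hoechst nuclear stain, 10x automated fluorescence imaging | Measure: Nuclear versus cytoplasmic GR-EGFP signal, averaged per well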
WT yeast gro inh mutant strain: second read-out of WT yeast gro inh, no call of its own (marks repeat the call); inhibition, %; mitochondrial fusion phenotypic screen, mutant strain inhibition
Dynein transport cytoplasmic EGFP: second read-out of Dynein transport, no call of its own (marks repeat the call); z-score; measured here: cytoplasmic GR-EGFP intensity; active compounds read high
Dynein transport nuclear GR-EGFP: also measured in Dynein transport; calls as there; z-score; measured here: nuclear GR-EGFP intensity;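 lower value marks the stronger effect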
Dynein transport cell count: further read-out of Dynein transport, marked with its call; z-score; measured here: cell count per field
Ins promoter up cell count: second read-out of Ins promoter up, no call of its own (marks repeat the call); cell count; measured here: cytotoxicity, nuclei count;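 total cells summed across four imaged fields per well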
b-catenin transl cell count 5 µM: recorded beside b-catenin transl, whose call it bears; cell count; measured here: cell count, cytotoxicity flag
MT stabilize HCS Hoechst-high %: also measured in MT stabilize HCS; calls as there; % Hoechst-high responders; measured here: nuclear condensation Hoechst responders;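 share of cells brighter than vehicle mean plus two SD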
MT stabilize HCS cytotoxicity %: second read-out of MT stabilize HCS, no call of its own (marks repeat the call); toxicity, %; measured here: cytotoxicity by cell density;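 0% = mean cell density of plate MIN control wells and 100% = no cells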
Autophagy HCS cell loss 18 h: further read-out of Autophagy HCS, marked with its call; toxicity, %; measured here: cell loss, nuclei count;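 cell loss after 18 h compound exposure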
Starred values were filed as active, the others as inactive; i = inactive; u = inconclusive; x = no result given.

Fields – Autophagy HCS cell loss 18 h	Dynein transport	Ins promoter up	b-catenin transl cell count 5 µM	AID2073	MT stabilize HCS cytotoxicity %	MT stabilize HCS Hoechst-high %	Autophagy HCS	Dynein transport cytoplasmic EGFP	WT yeast gro inh	HIV peptide binding	Ins promoter up cell count	Yfh1-off respiration	b-catenin transl	Dynein transport nuclear GR-EGFP	WT yeast gro inh mutant strain	MT stabilize HCS	Dynein transport cell count
#1 COc1ccc(/C(C)=N/NC(=O)C(NC(=O)c2ccccc2)c2n[nH]c(=O)c3ccccc23)c(OC)c1 (stereo not drawn)
→ x	1.1	-0.51	1148	10%	x	x	x	-0.25	x	-0.6%	1413	i	-2.5	0.42	x	x	0.057
#2 O=C(NNc1nc(-c2ccc(F)cc2)cs1)c1ccccc1
→ 11	-0.58	-1.4	1028	71%*	6.9	2.2	i	-0.34	12	0.8%	1262	i	0.4	-0.055	6	3.2	2
#3 Fc1ccc(CSc2ncnc3nc[nH]c23)cc1
→ -8	0.98	-0.23	1128	4%	4.1	2.0	i	-0.2	12	-1.5%	2098	i	-5.8	0.63	5	4.4	0.29
#4 CCc1nc(SCC(=O)Nc2nnc(CC(C)C)s2)n[nH]1
→ 14	0.73	-0.92	821	1%	7.1	1.3	i	-0.32	2	-0.6%	1521	i	5.1	0.83	2	5.1	-0.21
#5 CCOC(=O)C1CCN(CC(=O)Nc2c(C(=O)OC)[nH]c3ccc(Cl)cc23)CC1
→ 15	1.7	-0.08	x	-1%	9.4	3.6	i	-0.2	-5	1.2%	1269	i	x	0.71	15	1.0	0.94
#6 Cn1nc(-c2ccccc2)c(CSc2ccccc2)c1Cl
→ 6	-0.93	x	1043	10%	4.9	1.6	i	-0.22	x	4.7%	x	i	-5.2	-0.55	x	4.1	0.32
#7 Clc1ccc(Cc2nn3c(Cn4nnc5ccccc54)nnc3s2)cc1
→ 5	0.07	x	1083	-3%	9.2	2.3	i	-0.2	52	0.5%	x	i	2.5	0.26	10	3.1	0.19
#8 CC(=O)Oc1ccc(Nc2ccccc2)cc1
→ 11	0.18	-0.13	976	-8%	3.1	3.1	i	-0.36	-12	-1.1%	1564	i	-3.9	0.0091	12	1.9	0.73
#9 Cc1cc(C(=O)NP(=O)(N2CCOCC2)N2CCOCC2)c(C)n1-c1ccc(Br)cc1
→ 12	0.48	-0.27	1040	4%	3.9	0.9	i	-0.23	15	2.4%	1339	i	4.2	0.059	3	9.0	-0.051
#10 NNC(=O)Nc1cccc(C(F)(F)F)c1
→ 11	-0.85	1.4	1038	9%	2.4	1.6	i	-0.3	-1	-1.1%	1510	i	-1.2	-0.45	-5	4.7	0.97
#11 CC(C)CCNC(=O)CCC(=O)NNc1nc2ccccc2c2nc(-c3ccccc3)nn12
→ 3	0.7	x	1074	-3%	5.9	2.0	i	-0.26	2	-2.7%	x	i	-0.6	0.49	23	4.5	0.2
#12 CCOc1ccccc1-n1c(SCC(=O)NC(C)CC)nnc1-c1ccoc1C (stereo not drawn)
→ 15	3.1	-0.88	1113	-1%	1.9	1.3	i	-0.23	-6	0.2%	1473	i	-0.8	1.6	-16	3.5	-0.78
#13 C/C(=N/NC(=O)CNS(=O)(=O)c1ccc(C)cc1)c1cccc([N+](=O)[O-])c1
→ -13	0.82	-0.14	946	0%	7.4	1.6	i	0.0015	8	-1.1%	1629	i	-0.4	0.35	-21	2.8	-0.68
#14 COC(=O)c1ccc(C2/C(=C(/O)c3ccc(OC)cc3)C(=O)C(=O)N2c2cc(C)on2)cc1 (stereo not drawn)
→ 7	1.1	x	880	13%	10	1.1	i	-0.015	-17	-0.5%	x	i	-3.8	0.64	-8	5.7	-0.43
#15 O=C(O)CC(NNC(=O)c1ccccc1)C(=O)Nc1cccc([N+](=O)[O-])c1 (stereo not drawn)
→ x	-0.32	0.04	1261	4%	x	x	x	-0.26	x	0.7%	1101	i	-1.2	0.71	x	x	-0.17
#16 O=C(COC(=O)C1CC1)Nc1ccc(N=Nc2ccccc2)cc1
→ 8	-0.42	0.11	x	3%	3.8	2.3	i	0.13	20	-4.2%	1250	i	x	-0.51	0	3.2	1.2
#17 COc1ccccc1NC(=O)CSc1nc2n[nH]c(C)c2c(=N)n1-c1ccccc1Cl
→ -25	-0.38	-2.6	1124	34%	4.2	2.8	i	-0.15	32	7.5%	740	i	5.7	0.65	-9	2.5	-0.34
#18 Cc1ccccc1OCC(=O)NNC(=O)CCN1C(=O)c2ccccc2C1=O
→ -3	2	0.3	1119	12%	14	1.1	i	-0.21	13	0.2%	1228	i	0.2	0.54	-2	2.8	-0.49
#19 CN(C)c1ccc(C2NCCS2)cc1 (stereo not drawn)
→ -4	-0.22	-0.53	908	-23%	3.8	3.4	i	-0.28	-5	14%	1454	i	-4.5	0.22	8	4.9	-0.35
#20 COc1cc(Cl)c(C)cc1NC(=O)CSc1nnc(CCC(=O)O)c(=O)[nH]1
→ 0	-0.36	0.06	892	8%	7.1	1.7	i	0.09	-10	6.5%	1159	i	6.4	-0.14	11	1.6	0.42
#21 COc1ccc(C2C(C(=O)NCc3ccco3)c3ccccc3C(=O)N2C)cc1 (stereo not drawn)
→ 3	0.28	-0.45	1105	1%	5.8	3.7	i	-0.28	-9	-0.8%	1238	i	1.2	-0.02	3	6.0	0.048
#22 O=C(Nc1ccc2c(c1)OCCO2)C1CCCN(S(=O)(=O)Cc2ccccc2)C1 (stereo not drawn)
→ -5	2	1.6	1140	6%	10	1.4	i	1.4	-19	-0.3%	679	i	-0.5	1.7	-2	1.3	-1.7
#23 Cc1cc(C(=O)Nc2ccc(N3CCOCC3)c(Cl)c2)c(C)o1
→ x	-0.77	-0.52	1202	u	x	x	x	-0.2	x	-1.5%	1458	i	-3.7	-0.47	x	x	0.36
#24 COc1ccc(-n2cc(CNC3CCC(O)CC3)c(-c3cccc(F)c3)n2)cc1 (stereo not drawn)
→ 17	-0.69	0.27	974	19%	6.2	2.3	i	0.54	-3	-1.5%	1512	i	1.8	-0.056	4	3.1	0.2
#25 COc1ccc(/C=C/C(=O)N(C)C2CCS(=O)(=O)C2)cc1OC (stereo not drawn)
→ -8	-0.84	0.9	1029	8%	5.8	2.4	i	-0.32	-5	-0.1%	1454	i	1.2	-0.7	-13	2.1	0.59
#26 Cn1nnnc1SCC(=O)N1c2ccccc2Sc2ccccc21
→ 8	-0.46	-0.45	1125	u	0.0	2.1	i	0.4	-4	2.1%	1255	i	-1.8	0.22	-10	2.6	-0.63
#27 O=C(NCC1OCCc2ccccc21)c1ccco1 (stereo not drawn)
→ 5	0.11	-0.14	x	0%	8.3	1.5	i	-0.29	28	3.1%	865	i	x	0.74	11	3.3	2.6
#28 Cc1nc(SCC(=O)Nc2ccc(F)cc2)c(C#N)c(C)c1CC(=O)c1ccc(Br)cc1
→ 0	0.028	x	1038	19%	0.3	2.8	i	-0.26	19	0.4%	x	x	0.2	0.066	13	3.4	0.042
#29 CN1C(=O)N(C)C2(c3ccccc3)N(C(C)(C)C)C(=O)NC12c1ccccc1 (stereo not drawn)
→ 15	1.4	0.02	563	-4%	13	1.5	i	-0.13	-3	1.2%	1327	i	-0.6	1.4	-11	3.0	-1.5
#30 O=c1oc2ccccc2cc1-c1csc(Cc2nc(-c3ccc(Br)cc3)cs2)n1
→ -2	-0.025	0.3	1100	15%	0.2	3.3	i	-0.46	12	9.5%	1828	i	-0.6	-0.16	22	3.8	0.21
#31 O=C(NNC(=O)C1C2CCC(C2)C1C(=O)O)c1cccc(Cl)c1 (stereo not drawn)
→ 13	-0.33	0.36	1466	-3%	6.8	2.1	i	-0.29	-27	-2.2%	1442	i	-0.4	0.11	3	1.9	0.28
#32 O=C(c1ccc2c(=O)n3c(nc2c1)CCCCC3)N1CCc2ccccc21
→ x	-0.21	-0.04	1262	11%	x	x	x	-0.27	x	0.4%	1013	i	-0.2	0.39	x	x	0.34
#33 CCc1ccc(OCCCC(=O)NCc2ccccc2)cc1
→ -19	-1	0.56	508	-10%	6.3	3.1	i	0.11	-1	0.4%	1320	i	-2.3	-0.8	-14	4.2	0.88
#34 Cc1ccc(-n2c(SCC(=O)Nc3cc(C)on3)nc3c([nH]c4ccccc43)c2=O)cc1
→ 7	1.7	-1.3	1130	-2%	9.2	4.1	i	-0.036	-14	-0.2%	2044	x	-0.3	1.3	-13	2.3	-1.4
#35 O=C(CNCc1cccs1)Nc1ccc(S(=O)(=O)N2CCCCC2)cc1
→ 18	0.73	-0.37	1088	-3%	8.0	1.0	i	-0.22	5	1.7%	1240	i	2.1	0.001	15	2.5	0.42
#36 Nc1nnc(CCC2CCCCC2)s1
→ 1	-0.7	x	1112	0%	4.4	1.2	i	-0.24	-13	-2.4%	x	i	-0.9	-0.53	-14	2.7	0.083
#37 COc1ccc(N2C(=O)C3ON(C4SC(=S)N(C)C4(C)C)C(c4ccc(Cl)cc4)C3C2=O)cc1 (stereo not drawn)
→ 20	1.8	0	1104	7%	0.9	1.6	i	-0.2	3	-0.6%	1442	i	-0.6	1.1	9	4.3	-1.2
#38 COc1cc(C#N)c(NC(=S)N2CCOCC2)cc1OC
→ -2	0.81	-0.95	1094	21%	6.9	2.6	i	-0.086	-3	0.8%	1587	i	-1.3	0.44	3	1.9	-0.94

Assay outcomes deposited in PubChem BioAssay by several laboratories.
